Screening results from PubChem.
TRHR ag = TRH receptor (human) agonism. P34981. TRHR cells, calcium flux fluo-8, FDSS agonist mode. activation, % at 2 µM. hit rate 0.18% among 360,000. AID 493084; in the data active = activation above about 30%; note: 0% is about no effect
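Steps: seed TRHR cells overnight; add fluo-8 no-wash Ca dye, RT 30 min–1.5 h; record 10 s baseline; pin-transfer compounds; monitor fluorescence 1 cycle/s for the agonist window. Calcium increases flag candidate agonists.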
D2 antag = antagonists of human D2 dopamine receptor | P14416 | HEK293 TREx D2 cells, calcium flux, dopamine EC80 | inhibition, % at 10 µM | hit rate 2% among 340,000; in the data active = inhibition above about 30%; note: 0% is about no effect
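Calcium mobilization kinetics were recorded at 1 s intervals in tetracycline-induced HEK293 T-REx D2 cells, first for 180 s after compound addition and then 180 s after EC80 dopamine.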
USP1 inh = blocks the human USP1/UAF1 deubiquitinase complex | Potency, µM (highest dose often 57.1 µM), for the others: at the highest dose activity change, negative = inhibition, usual class: inhibitors | O94782 | hit rate 0.23% among 390,000 | recombinant USP1/UAF1, Ub-Rhodamine cleavage fluorescence; note: potency is the fitted concentration of half-maximal effect; % is set by controls: 0 for no effect and ±100 for the full control effect; nearly all actives have a fitted effect of over 60% in size; inactives centre near -12
Target sequence (O94782 whole entry, looked up): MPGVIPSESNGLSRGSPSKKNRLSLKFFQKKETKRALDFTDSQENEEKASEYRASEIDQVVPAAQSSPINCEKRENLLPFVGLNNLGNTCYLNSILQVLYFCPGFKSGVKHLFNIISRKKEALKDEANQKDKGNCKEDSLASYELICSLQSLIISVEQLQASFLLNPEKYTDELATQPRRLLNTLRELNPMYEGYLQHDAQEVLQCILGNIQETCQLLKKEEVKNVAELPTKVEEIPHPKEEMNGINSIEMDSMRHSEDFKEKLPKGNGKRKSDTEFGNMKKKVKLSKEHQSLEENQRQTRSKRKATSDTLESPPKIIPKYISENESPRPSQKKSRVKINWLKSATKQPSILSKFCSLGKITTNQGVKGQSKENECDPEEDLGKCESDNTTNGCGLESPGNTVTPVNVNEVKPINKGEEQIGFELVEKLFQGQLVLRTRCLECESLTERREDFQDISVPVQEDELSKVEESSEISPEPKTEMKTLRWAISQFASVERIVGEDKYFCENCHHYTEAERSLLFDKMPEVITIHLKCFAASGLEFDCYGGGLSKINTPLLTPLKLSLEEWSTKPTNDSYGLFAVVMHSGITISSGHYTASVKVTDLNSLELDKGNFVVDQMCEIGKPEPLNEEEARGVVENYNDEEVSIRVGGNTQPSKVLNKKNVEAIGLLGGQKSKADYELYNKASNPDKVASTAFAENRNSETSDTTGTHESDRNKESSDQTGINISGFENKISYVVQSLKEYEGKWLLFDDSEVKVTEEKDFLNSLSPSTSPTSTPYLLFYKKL
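1 nM enzyme complex + cpd, 15 min RT; start with Ub-Rho 150nM final; kinetic fluorescence ex 480/em 540, 6 reads q60 s. Buffer 50mM HEPES pH 7.8, 0.5mM EDTA, 0.1 mg/ml BSA, 1mM TCEP, 0.01% Tween-20.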
TrxR1 inh = rat TrxR1 inhibition; O89049; hit rate 1% among 390,000; AID 588453; recombinant rTrxR1, NADPH fluorescence consumption, selenite substrate; Potency, µM (series often up to 114 µM), for the others: top-dose activity change, negative = inhibition, usual class: inhibitors; note: potency is the fitted concentration of half-maximal effect; % is set by controls: 0 for no effect and ±100 for the full control effect; nearly all actives have a fitted effect of over 65% in size
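Rat TrxR1 (90 nM in the dispensed reagent) was pre-reduced with 400 uM NADPH for 5 min at room temperature, then incubated with compound for 15 min. After 400 uM selenite was added, NADPH fluorescence (Ex 340/Em 450 nm) was followed for 8 min.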
IDH1 R132H inh = blocks human mutant IDH1 R132H enzyme | IDH1-R132H enzyme, NADPH consumption, diaphorase/resazurin fluorescence | Potency, µM (titrated, usually from 76.6 µM), inactives show top-dose activity change, negative = inhibition, most hits filed as inhibitors | hit rate 0.093% among 390,000 | AID 602179; note: potency is the fitted concentration of half-maximal effect; % is set by controls: 0 for no effect and ±100 for the full control effect; nearly all actives have a fitted effect of over 65% in size
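IDH1-R132H (0.5 ug/mL dispensed) in pH 7.5 Tris buffer was preincubated 30 min with compound, then given a substrate mix of 0.016 mM NADPH and 2 mM alpha-KG for 80 min at room temperature; remaining NADPH was read by diaphorase/resazurin fluorescence.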
Pin1 inh = blocks the human prolyl isomerase Pin1; hit rate 0.009% among 390,000; Pin1 FP peptide displacement, HiFluor488, 10 min; Potency, µM (top dose mostly 115 µM), for the others: at the highest dose activity, negative = inhibition, usual class: inhibitors; AID 504891; Q13526; active = well fitted inhibition curve with a large enough effect in the polarisation, with a control signal flat, not every such curve was filed as active; inconclusive = small, poorly fitted or top-dose-only effect, or effect the other way, or a change in a side signal; inactive = no such curve, though single readings can be large or run the other way; the % refers to the polarisation; note: potency is the fitted concentration of half-maximal effect; % is set by controls: 0 for no effect and ±100 for the full control effect
Target sequence (Q13526 whole entry, looked up): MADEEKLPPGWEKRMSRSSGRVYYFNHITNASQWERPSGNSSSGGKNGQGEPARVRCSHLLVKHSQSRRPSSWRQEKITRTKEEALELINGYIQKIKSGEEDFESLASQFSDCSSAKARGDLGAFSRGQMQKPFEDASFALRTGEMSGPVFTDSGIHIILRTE
TrxR1 substrate = substrates of rat thioredoxin reductase 1 | O89049 | purified TrxR1 substrate turnover, NADPH consumption readout | Potency, µM (top dose mostly 114 µM), for inactives: at the highest dose activity change, negative = substrate turnover | hit rate 0.01% among 390,000; note: potency is the fitted concentration of half-maximal effect; % is set by controls: 0 for no effect and ±100 for the full control effect; nearly all actives have a fitted effect of over 50% in size
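Rat TrxR1, dispensed at 90 nM, was prereduced with 400 uM NADPH (final) for 5 min at ~22 deg C, then incubated with compound 15 min before 400 uM selenite. A first-read NADPH fluorescence drop versus no-compound background flagged substrates.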
TRHR enhancer = allosteric enhancers of human TRH receptor | hit rate 0.66% among 360,000 | P34981 | enhancement, % at 2 µM | TRHR cells, fluo-8 calcium fluorescence, EC20 TRH enhancement | AID 493056; in the data active = enhancement above about 30%; note: 0% is about no effect
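TRHR-expressing cells loaded with fluo-8 calcium dye were read kinetically (ex 480/em 530) during compound addition, then stimulated with an EC20 of TRH (10 nM final). Enhancement of the Gq-mediated intracellular calcium response was scored.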
D2 agonist = D2 dopamine receptor (human) agonism; P14416; HEK293 T-REx D2 cells, calcium flux agonist mode; activation, % at 2 µM; hit rate 0.53% among 340,000; AID 485358;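 active = activation over 3 SD above normal in the single-dose calcium agonist read, cut at about 30% in these data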; note: 0% is about no effect
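Tetracycline-induced HEK293 Trex cells with D2 receptor force-coupled to calcium signaling, plated overnight at 30 C and loaded with no-wash calcium dye. Calcium flux read kinetically for 180 s after compound addition; responses flag agonists.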
* = called active by the depositor; ? = inconclusive; nt = not tested or not shown; [ ] = remark or other dose. Unless noted, calls come from the whole dose curve; as a rule, active = well fitted inhibition curve with a large enough effect; inconclusive = small, poorly fitted or top-dose-only effect; inactive = no such curve, though single readings can be large or run the other way. These rows are one share of the data; the hit share may differ from the screen's.

SMILES	TRHR ag	D2 antag	USP1 inh	TrxR1 inh	IDH1 R132H inh	Pin1 inh	TrxR1 substrate	TRHR enhancer	D2 agonist
CC1(C)NC(=O)N(CCCC(=O)Nc2ccc(C(F)(F)F)cc2)C1=O	-0.1	-6	-17%	28%	0%	-7%	0%	3	1.1
CCOc1cc(C(=O)Nc2cccc3cccnc23)cc(OCC)c1OCC	0.1	nt	-22%	27%	1%	10%	2%	-6	nt
O=C(CSc1ncn[nH]1)Nc1ccccc1C(=O)O	-0.5	-7	-19%	16%[57.1 µM]	1%	2%	8%[57.1 µM]	-7	0.2
CCOc1ccc(N(Cc2cc3ccc(C)cc3[nH]c2=O)C(=O)COC)cc1	-0.4	nt	-16%	22%[57.1 µM]	0%	-3%	1%[57.1 µM]	-2	nt
COc1ccc(OC)c(NC(=O)c2cnn(-c3ccc(C)cc3)c2C2CCNCC2)c1	-0.9	nt	-27%	-10%	1%	-4%	-8%	17	0.2
Cc1noc(N)c1C(=O)Nc1ccc(F)c(Cl)c1	-0.4	-9	-13%	-7%	2%	5%	-6%	0	-0.9
O=C(CN(C(=O)CCC(=O)Nc1nccs1)c1ccccc1F)NCc1ccccc1	0.7	15	?	14%	8%	5%	-3%	-19	0.2
Cc1cccc(NC(=O)CS(=O)(=O)c2nc(-c3ccccc3)cn2-c2cccc(Cl)c2)c1C	0.4	nt	-17%	-6%	9%	19%	-6%	8	0.0
CC(=O)CC(=O)Nc1cccc2c1CCCC2	-0.2	-5	4%	-20%	1%	7%	-4%	4	-0.1
COC(=O)CSc1nc2c(c(=O)[nH]c(=O)n2C)n1CCC(C)C	-0.4	-4	-13%	-3%	7%	-6%	-8%	7	-0.1
O=C(Nc1ccc(F)cc1F)N1CCN(C/C=C/c2ccccc2)CC1	0.7	nt	-24%	14%	-3%	4%	0%	-1	nt
O=C(O)CSCc1nc2ccccc2s1	0.3	-9	-19%	-7%	0%	4%	2%	-8	1.2
Cc1cc(C)c2c(=O)n(-c3ccccc3)[nH]c2n1	0.0	-6	-6%	-22%	3%	5%	-16%	10	0.3
COCCN(C(=O)COC(=O)c1ccc2[nH]c(C)c(C)c2c1)c1c(N)n(Cc2ccccc2)c(=O)[nH]c1=O	0.4	-20	-6%	-15%	15%	?	-12%	0	0.4
CS(=O)(=O)c1sc2nc(-c3ccccc3)cc(-c3ccccc3)c2c1N	0.7	-6	-10%	-17%	0%	22%	18%	-2	-0.6
COc1cccc(CN(C(=O)c2cc3ccccc3oc2=O)C2CCS(=O)(=O)C2)c1 (configuration not stated)	-0.3	1	-22%	-24%	9%	-5%	-16%	-4	0.5
CCn1c(SCc2ccccc2Cl)nc(=O)c2c(C(=O)OC)cc(C3CC3)nc21	0.3	nt	-11%	25%[57.1 µM]	-29%	6%	3%[57.1 µM]	2	0.3
Cc1ccccc1NC(=S)NC(NC(=O)C(C)(C)C)C(Cl)(Cl)Cl (configuration not stated)	0.0	-5	-17%	-11%[57.1 µM]	0%	-1%	6%[57.1 µM]	1	-0.3
O=[N+]([O-])c1cc([N+](=O)[O-])c2nonc2c1Nc1ccc(O)cc1	-0.3	-10	-25%	28µM*	6%	?	-16%	1	-2.1
CCN(CC)C(=O)Cn1cc(C(=O)C(=O)N2CC=C(c3ccccc3)CC2)c2ccccc21	0.0	3	-16%	11%[57.1 µM]	-4%	4%	-7%	-4	1.9
Cc1nc(CS(=O)(=O)c2ccccc2)cc(Sc2ccccc2Cl)n1	-0.1	nt	-6%	13%[57.1 µM]	4%	0%	-6%	0	nt
Cn1nccc1C(=O)OCC(=O)Nc1ccc(S(N)(=O)=O)cc1	-0.4	-9	-8%	7%	5%	-12%	-4%	-1	0.4
O=C(Nc1ccc(Oc2ccccc2)nc1)C1CCCCN1Cc1ccco1 (configuration not stated)	0.8	5	-9%	-34%	4%	-12%	-13%	-2	-0.5
COC(=O)Cc1cc(=O)n2[nH]cnc2n1	-1.0	-3	6%	-1%	0%	-14%	-2%	-1	1.5
CCCCSc1nc2c(cnn2-c2ccc(F)cc2)c(=O)[nH]1	0.4	-11	-26%	17%	6%	2%	1%	4	0.3
More results
SMILES	TRHR ag	D2 antag	USP1 inh	TrxR1 inh	IDH1 R132H inh	Pin1 inh	TrxR1 substrate	TRHR enhancer	D2 agonist
Cc1cc(=O)oc2c(C)c(OCC(=O)N(C)C)ccc12	0.1	-4	-18%	14%[57.1 µM]	7%	-4%	72%[activator]	1	0.2
O=C(CSC1=Nc2ccccc2N=C(c2ccc(F)cc2)C1)NCc1ccccc1	2.3	nt	-10%	-10%[57.1 µM]	-6%	-10%	-11%[57.1 µM]	3	2.1
O=C(NCc1ccco1)c1ccc2c(c1)N(Cc1ccc(Cl)cc1)CCS2	-0.2	-6	-15%	28%	9%	3%	58%[activator]	-2	-1.0
CC1CN(C(=S)NC(=O)c2ccccc2)CC(C)O1 (configuration not stated)	-0.2	15	-10%	2%	0%	-4%	0%	0	1.2
S=C(c1ccco1)N1CCOCC1	nt	nt	-13%	-2%[11.4 µM]	4%	-3%	-7%[11.4 µM]	nt	nt
COc1ccc(CN2CCN(Cc3csc(C(C)=O)c3)CC2CCO)c(C)c1C (configuration not stated)	0.1	9	-23%	-1%	6%	0%	4%	-2	1.0
N#Cc1ccccc1Cn1c(=O)n(CCCC(=O)NCc2ccc3c(c2)OCO3)c(=O)c2sccc21	-0.1	nt	-23%	2%	-11%	6%	-7%	2	1.7
COc1ccc(/C=C/C(=O)N2CCCc3ccccc32)cc1	-1.3	-6	-16%	-5%	-2%	6%	-1%	-3	-0.7
Cc1csc(NC(=O)CSc2nc(=O)n(CCN(C)C)c3c2CCCC3)n1	1.2	-8	-21%	-9%	8%	-1%	-9%	17	1.1
Cc1cccc2[nH]c3c(N4CC=C(c5ccc(F)cc5)CC4)ncnc3c12	0.3	-16	-20%	-4%[57.1 µM]	1%	27%	1%	-1	0.8
Cc1cccc(C)c1NC(=O)c1c[nH]c2ccccc12	-0.2	-1	-17%	11%	5%	?	2%	7	0.1
CCc1nn(CC(=O)NC2CC2)c(=O)c2cc3ccccc3n12	-0.4	nt	13%	9%	0%	3%	14%	14	nt
Clc1cccc(N2CCN(CCNc3nc4ccccc4n4cnnc34)CC2)c1	-0.4	42*	-21%	0%[57.1 µM]	-4%	-7%	1%[57.1 µM]	-1	3.8
COc1ccc(O)c(/C=N/NC(=O)CSc2nnc(C)n2-c2ccccc2)c1	-0.4	12	-14%	12%[57.1 µM]	4%	3%	2%[57.1 µM]	2	0.1
CCOC(=O)C1(Cc2cccc(OC)c2)CCCN(C(=O)c2cc(C)on2)C1 (configuration not stated)	-1.7	3	-16%	-2%	0%	-1%	-1%	-1	0.5
N#CCCN(C(=O)COC(=O)c1ccc(S(=O)(=O)N2CCCCCC2)cc1)c1ccccc1	0.0	0	-22%	0%	6%	1%	-3%	-2	0.8
Cc1nn(CCC(=O)NNC(=S)Nc2ccc(Cl)cc2)c(C)c1[N+](=O)[O-]	-0.2	14	-3%	-22%	4%	-6%	0%	-6	-0.3
CC(C)(C)NC(=O)Nc1cccc(Cl)c1Cl	0.6	-20	-22%	15%	0%	-5%	2%	3	0.2
O=C(CN1CCCCCC1)Nc1ccc(Br)cc1[N+](=O)[O-]	0.4	-9	-8%	4%[57.1 µM]	10%	-9%	-2%[57.1 µM]	-3	-2.0

Compound profiles, as listed above. Values in the order: TRHR ag, D2 antag, USP1 inh, TrxR1 inh, IDH1 R132H inh, Pin1 inh, TrxR1 substrate, TRHR enhancer, D2 agonist
Cc1noc(N)c1C(=O)Nc1ccc(F)c(Cl)c1 across the screens: -0.4, -9, -13%, -7%, 2%, 5%, -6%, 0, -0.9
CCCCSc1nc2c(cnn2-c2ccc(F)cc2)c(=O)[nH]1 across the screens: 0.4, -11, -26%, 17%, 6%, 2%, 1%, 4, 0.3
COC(=O)CSc1nc2c(c(=O)[nH]c(=O)n2C)n1CCC(C)C across the screens: -0.4, -4, -13%, -3%, 7%, -6%, -8%, 7, -0.1
O=C(NCc1ccco1)c1ccc2c(c1)N(Cc1ccc(Cl)cc1)CCS2 across the screens: -0.2, -6, -15%, 28%, 9%, 3%, 58%[activator], -2, -1.0
Cc1cc(=O)oc2c(C)c(OCC(=O)N(C)C)ccc12 across the screens: 0.1, -4, -18%, 14%[57.1 µM], 7%, -4%, 72%[activator], 1, 0.2
